# Screening results deposited in PubChem by National Center for Advancing Translational Sciences (NCATS).
# Glioma ERSR ind: induces the endoplasmic reticulum stress response in human glioma cells; Potency, µM, for the others: at the highest dose activation, usual class: activators; actives 0.02% (n = 420,000); U87-MG GRP78 promoter luciferase reporter, 16 h; AID 602332; also: potency is read from the fitted curve at half-maximal effect; series mostly up to about 76 µM; % of control where 0% means no effect; nearly all actives have a fitted effect of over 35% in size
#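 ERSR induction read as luciferase luminescence (Bright-Glo, 10 min at room temperature) in stably transfected human U87-MG glioma cells exposed to compounds for 16 h, using GRP78 as sensor.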
# USP1 inh: blocks the human USP1/UAF1 deubiquitinase complex | O94782 | recombinant USP1/UAF1, Ub-Rhodamine cleavage fluorescence | Potency, µM (titrated, usually from 57.1 µM), without a hit: top-dose activity change, negative = inhibition, hits mostly inhibitors | actives 0.23% (n = 390,000) | AID 743255; also: potency is read from the fitted curve at half-maximal effect; % is scaled to controls: 0 for no effect and ±100 for the full control effect; nearly all actives have a fitted effect of over 60% in size; inactives centre near -12
# Target sequence (O94782 whole entry, looked up): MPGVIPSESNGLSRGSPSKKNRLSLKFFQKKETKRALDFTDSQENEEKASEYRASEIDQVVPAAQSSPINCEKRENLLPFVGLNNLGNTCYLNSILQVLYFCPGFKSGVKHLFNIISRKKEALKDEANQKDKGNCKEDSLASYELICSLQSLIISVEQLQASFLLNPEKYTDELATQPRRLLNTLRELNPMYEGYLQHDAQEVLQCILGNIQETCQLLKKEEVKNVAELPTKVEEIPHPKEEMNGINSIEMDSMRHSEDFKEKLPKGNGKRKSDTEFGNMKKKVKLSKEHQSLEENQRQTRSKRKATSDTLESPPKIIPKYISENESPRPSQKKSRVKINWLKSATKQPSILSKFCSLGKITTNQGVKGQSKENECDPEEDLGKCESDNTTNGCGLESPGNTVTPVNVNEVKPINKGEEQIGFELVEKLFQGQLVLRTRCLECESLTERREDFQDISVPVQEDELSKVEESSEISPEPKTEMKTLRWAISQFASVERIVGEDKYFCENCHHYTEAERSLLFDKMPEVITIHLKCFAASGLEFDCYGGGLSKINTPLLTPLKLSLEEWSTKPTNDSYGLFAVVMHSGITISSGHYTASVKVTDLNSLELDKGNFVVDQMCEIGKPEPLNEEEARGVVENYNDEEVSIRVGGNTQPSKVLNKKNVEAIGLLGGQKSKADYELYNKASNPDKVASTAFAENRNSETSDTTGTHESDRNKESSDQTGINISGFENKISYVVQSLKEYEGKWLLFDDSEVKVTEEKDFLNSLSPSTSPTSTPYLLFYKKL
#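 USP1/UAF1 complex (1 nM) preincubated 15 min at room temperature with compound, then Ub-Rho substrate (150 nM final) added. Kinetic fluorescence at 480/540 nm over 6 reads at 60 s intervals; 50 mM HEPES pH 7.8, 0.5 mM EDTA, 0.1 mg/ml BSA, 1 mM TCEP, 0.01% Tween-20.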
# RXFP1 ag: agonists of human relaxin receptor RXFP1; Q9HBX9; HEK293T-RXFP1 cAMP TR-FRET, 30 min; response scale: percent of porcine relaxin response, buffer zero; Potency, µM (doses to about 57.5 µM), for inactives: at the top dose activation, actives largely listed as activators; actives 0.3% (n = 370,000); also: potency is read from the fitted curve at half-maximal effect; % is scaled to controls: 0 for no effect and ±100 for the full control effect; nearly all actives have a fitted effect of over 60% in size; many of its hits are not listed in these tables
#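 HEK293 cells stably expressing RXFP1, treated 30 min at 37C with compounds plus PDE4 inhibitor Ro 20174; cAMP measured by HTRF TR-FRET. Normalized to buffer and 29 nM porcine relaxin; EC50 by Hill fit.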
# Vif-A3F inh: inhibitors of Vif-A3F interaction; Potency, µM (series often up to 46.1 µM), inactives show at the top dose activity, negative = active; actives 0.2% (n = 390,000); AID 602313; HeLa A3F-eYFP + Vif (tagged APOBEC3F with the HIV-1 protein that degrades it), YFP fluorescence increase; also: potency is read from the fitted curve at half-maximal effect; % of control where 0% means no effect; nearly all actives have a fitted effect of over 65% in size
#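 HeLa cells stably expressing A3F-eYFP plus Vif, plated and incubated overnight at 37 deg C, then exposed to compounds overnight at 37 deg C. Blocked degradation read as raised yellow fluorescence (Ex 488/Em 500-530).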
# LDHA block: LDHA (human) enzyme inhibition. purified LDHA, NADH/diaphorase-resazurin fluorescence; stronger effect = lower value. activity change, % (values are at about 110 or 230 µM). P00338. actives 0.15% (n = 480,000); in the data active = activity change below about -30%; inconclusive = mostly about -25% to -30%;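 also: plate controls were DMSO wells for no effect and wells without enzyme for full effect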
#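 Human LDH5 at 2 nM final in Tris HCl pH 7.4 with 0.06 mM NADH and 0.2 mM pyruvate, reacted 5 minutes at room temperature. Remaining NADH coupled via diaphorase/resazurin; resorufin fluorescence read at 0 and 20 minutes, normalized to enzyme-free and DMSO wells.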
# Vif-A3G inh: inhibitors of Vif-APOBEC3G interaction; HeLa A3G-eYFP + Vif (tagged APOBEC3G with the HIV-1 protein that degrades it), YFP fluorescence, overnight; Potency, µM (highest dose often 46.1 µM), without a hit: at the top dose activity, negative = active, most hits filed as inhibitors; actives 0.076% (n = 410,000); AID 602310;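 also: potency is read from the fitted curve at half-maximal effect; % is scaled to controls: 0 for no effect and ±100 for the full control effect; nearly all actives have a fitted effect of over 60% in size; hits raise eYFP signal because A3G escapes Vif-driven loss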
#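 HeLa cells stably expressing Vif and C-terminally eYFP-tagged A3G, seeded overnight at 37 deg C, then exposed to compound by pintool overnight at 37 deg C. Rise in yellow fluorescence (Ex 488/Em 500-530, Acumen) marks blocked Vif-driven A3G degradation.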
# mIDH1 inhibitor: inhibitors of human mutant IDH1 R132H; IDH1-R132H enzyme, NADPH consumption, diaphorase/resazurin fluorescence; Potency, µM (series often up to 76.6 µM), for inactives: at the highest dose activity change, negative = inhibition, actives largely listed as inhibitors; actives 0.093% (n = 390,000); AID 602179; also: potency is read from the fitted curve at half-maximal effect; % is scaled to controls: 0 for no effect and ±100 for the full control effect; nearly all actives have a fitted effect of over 65% in size
#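 IDH1-R132H (0.5 ug/mL dispensed) in pH 7.5 Tris buffer was preincubated 30 min with compound, then given a substrate mix of 0.016 mM NADPH and 2 mM alpha-KG for 80 min at room temperature; remaining NADPH was read by diaphorase/resazurin fluorescence.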
# PI4K2A block: PI4K2A (human) kinase inhibition; purified PI4K2A, ADP-Glo luminescence, 1 h; stronger effect = lower value; Q9BTU6; actives 0.13% (n = 420,000); AID 1346378; activity change, negative = inhibition, % at 76.9 µM; in the data active = activity change below about -50%; inconclusive = mostly about -30% to -49%;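 also: -100% = wells without enzyme as full effect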
#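 Compounds are screened against recombinant PI4K2A using PI as substrate and ATP, the latter dispensed at 300 microM. Reactions run one hour at ambient temperature before ADP-Glo detection; full inhibition defined by wells lacking enzyme.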
# TrxR1 substrate: rat thioredoxin reductase 1 substrate activity | Potency, µM (highest dose often 114 µM), for the others: at the highest dose activity change, negative = substrate turnover | O89049 | AID 588456 | purified TrxR1 substrate turnover, NADPH consumption readout | actives 0.01% (n = 390,000); also: potency is read from the fitted curve at half-maximal effect; % is scaled to controls: 0 for no effect and ±100 for the full control effect; nearly all actives have a fitted effect of over 50% in size
#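 Rat TrxR1, dispensed at 90 nM, was prereduced with 400 uM NADPH (final) for 5 min at ~22 deg C, then incubated with compound 15 min before 400 uM selenite. A first-read NADPH fluorescence drop versus no-compound background flagged substrates.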
# * marks the source's active call; other numbers are inactive results; ? = inconclusive; . = not tested or not shown; & = joins results of further samples; [ ] = another dose, or the depositor's remark. Unless noted, calls follow the shape of the dose curve; as a rule, active = well fitted curve in the direction sought with a large enough effect; inconclusive = small, poorly fitted or top-dose-only effect, or another doubt; inactive = no such curve, though single readings can be large; an effect the other way counts as inactive or inconclusive.
SMILES,Glioma ERSR ind,USP1 inh,RXFP1 ag,Vif-A3F inh,LDHA block,Vif-A3G inh,mIDH1 inhibitor,PI4K2A block,TrxR1 substrate
CC1(C(=O)N2CCC(CC3CC(c4ccc(Cl)cc4)=NO3)(C(=O)NCC3CCCCC3)CC2)CC1 (configuration not stated),-0.3%,?,2.4%,1.9%,6.8,1.9%,7.2%,-2.3,2.8%
C(=N\Nc1ccccn1)/c1ccc2c(c1)OCCO2,-8.0%,-9.2%,2.5%,3.5%,-7.9,-2.4%,4.9%,-5.7,-5.1%
C[C@@H]1CN([C@@H](C)CO)C(=O)CCCn2nncc2CO[C@@H]1CN(C)C(=O)CCC(F)(F)F,-6.4%,-15.1%,.,1.2%,1.4,-0.8%,-1.7%,-4.5,.
COC(=O)[C@@]1(Cc2ccccc2)[C@H]2C(=O)N(Cc3ccccc3)C(=O)[C@H]2[C@H]2CN=C(SCc3ccc(C)cc3)N21,-5.0%,-29.5%,.,-3.4%,1.0,1.0%,2.0%[38.3 µM],-0.6,-2.4%
Cc1cccc(NC(=O)CSc2nnc(NC(=O)c3ccco3)s2)c1,3.0%,-17.6%,-3.0%,-6.1%,-1.8,-1.0%,8.2%,-4.9,-6.7%
COc1ccc(OC)c(NC(=O)Cn2c(CCC(=O)O)ccc2-c2ccccc2)c1,-3.5%&-5.7%,-10.7%&1.1%,-0.6%&2.2%,-2.1%&0.6%,8.1&0.1,-0.2%&1.6%,0.0%&5.1%,-0.7&-0.6,5.0%&-5.8%
CCCCCCCCn1c(=O)c(C(=O)OCC)c(O)c2ccccc21,-5.2%,-23.7%,-0.4%,-1.5%,3.5,-0.1%,5.9%,-4.9,9.6%[57.1 µM]
COc1ccc(OCc2cc(C(=O)N3CCCN(C(C)=O)CC3)no2)c(Cl)c1,11.0%,?,-0.4%,2.8%,-1.4,2.5%,-9.2%,-3.6,10.5%[57.1 µM]
Cc1ccc(NC(=O)CSc2nc3c(c(=O)[nH]2)CN(Cc2ccc4c(c2)OCO4)CC3)cc1C,0.9%,-16.4%,-0.1%,-7.5%,5.8&-1.0,-9.2%,-0.8%,0.2,3.1%
CCn1c(NCc2c[nH]c3ccccc23)nc2ccccc21,-3.6%,-10.2%,.,-2.0%,-5.7&-4.6,-0.7%,7.0%,2.6,-3.8%
CN(Cc1ccco1)C(=O)CSc1nc(C2CC2)n(-c2ccccc2)n1,-2.5%,-24.8%,0.5%,4.8%,-3.1,-3.1%,3.1%,-3.3,-0.1%
Cc1ccccc1-c1nc(Cc2ccccc2)no1,7.1%,-9.5%,-0.1%,-3.2%,-1.8,-3.2%,5.3%,-6.2,3.9%[57.1 µM]
S=C1c2ccccc2CN1c1ccccc1,1.5%,-0.9%,-0.2%,3.9%,-3.9,-0.4%,1.8%,3.6,9.2%[57.1 µM]
C=CCC1C=C(C)CC(CC=C)N1 (configuration not stated),-1.3%,-22.5%,-1.1%,8.5%,-4.1,-5.9%,2.3%,-0.4,7.8%[57.1 µM]
COc1cccc(CN(C)CC(=O)Nc2ccccc2C(=O)Nc2ccccc2)c1,7.4%,?,-1.4%,3.1%,-8.6,-2.2%,4.4%,3.2,-3.8%[57.1 µM]
Cc1cccc(C2=NN(c3ccccc3)[C@@H](C(=O)N3CCOC3=O)[C@@H]2C)c1,1.3%&0.2%,?,.,-0.9%,6.0,-0.5%,-0.1%,-1.3,24.7%
Cc1nn(C(C)C(=O)Nc2ccc(Cl)cn2)c(C)c1[N+](=O)[O-] (configuration not stated),-3.8%,-1.5%,2.1%,-8.3%,-10.1,2.8%,3.4%,-0.4,0.8%
CC(=O)c1ccc(NC(=O)C2CCCN(S(=O)(=O)c3cccc4nonc34)C2)cc1 (configuration not stated),-1.2%,-2.8%,0.7%,3.3%,-10.2,2.5%,4.9%,0.3,-4.3%[57.1 µM]
Cc1nn2c3ccccc3n(CC(=O)c3cccs3)c2nc1=O,0.6%,-20.0%,19.1%,-15.8%,-4.3,-0.5%,5.3%,3.6,45.1%
Cn1c(C(=O)NCCN2CCOCC2)cc2c(=O)n(C)c3ccccc3c21,-0.7%,-16.6%,-0.4%,0.5%,-0.5,5.2%,6.6%,7.1,17.3%[57.1 µM]
CCCCCC(=O)Nc1cc(S(=O)(=O)O)cc2cc(S(=O)(=O)O)cc(O)c12,-2.7%,?,.,5.4%,25.4,-0.1%,4.9%,-59.1*,-3.3%
COc1cc(Cl)ccc1OCc1cc(C(=O)N[C@H]2CCCCNC2=O)no1,7.1%,-24.8%,0.1%,-5.3%,-2.5,-0.3%,2.5%,-1.6,4.1%
Cc1ccsc1/C=N/NC(=O)c1ccco1,-0.5%,-16.4%,2.4%,10.6%,-11.1,-3.8%,2.3%,-0.3,-11.9%
Cc1nn(C)c(Cl)c1CN1CCCC(CO)(Cc2ccccc2)C1 (configuration not stated),-1.3%,-2.8%,-0.4%,-2.6%,-7.9,-0.1%,-3.2%,-6.6,2.2%
CC(=O)c1c(C)[nH]c(C(=O)OCC(=O)N2CCc3ccccc32)c1C,10.6%,-0.3%,-2.9%,-8.9%,-10.0,-1.3%,-6.9%,1.2,-2.8%
C/C(=N\NC(=O)c1c(Cl)cnn1C)c1cccc(NC(=O)C(C)C)c1,1.1%,-8.7%,0.9%,-16.5%,1.1,-1.2%,2.2%,-1.2,-7.0%
O=C(COC(=O)CCS(=O)(=O)c1ccccc1)Nc1cc(S(=O)(=O)N2CCCCC2)ccc1Cl,-6.4%,-10.2%,1.5%,-4.7%,-4.4,-0.3%,7.7%,3.9,-0.8%
COc1cccc(C2CC(c3ccc(NS(C)(=O)=O)cc3)=NN2C(=O)c2ccccc2)c1OC (configuration not stated),-2.5%,-12.2%,0.6%,3.2%,2.0,-6.6%,2.8%,0.4,4.0%[57.1 µM]
CCOC(=O)Nc1ccc(S(=O)(=O)N(C)C(C)C)cc1,-1.2%,-19.5%,-0.4%,0.0%,-4.3,-5.0%,4.1%,0.8,11.1%
O=C(CSc1nc(-c2ccco2)nc2cc(=O)[nH]n12)Nc1ccccc1Cl,-1.0%,-0.3%,3.3%,-3.6%,-2.0,-11.0%,-9.0%,-12.8,4.5%[57.1 µM]
CCOC(=O)N1CCC(NC(=O)c2ccc(CNS(=O)(=O)c3ccc(F)cc3)cc2)CC1,-3.7%,-3.4%,-2.3%,0.6%,-7.9,2.8%,1.0%,-14.2,-3.7%
CCOC(=O)C1(C)Oc2cccnc2NC1=O (configuration not stated),4.4%,-5.4%,0.8%,3.2%,-15.8,0.9%,17.0%,-1.4,2.4%[57.1 µM]
CCC/C(=N/NC(=O)c1ccccc1Cl)c1ccccc1,3.5%,-24.8%,-0.2%,-27.7%,1.7,1.7%,-1.9%,-7.7,3.3%
O=C(NCC1([N+](=O)[O-])CN(C(=O)c2ccccc2)CN(C(=O)c2ccccc2)C1)c1ccccc1,-2.0%,-0.2%,0.1%,-15.2%,-4.7,1.7%,12.6%,-3.3,5.0%[57.1 µM]
O=C(CCS(=O)(=O)c1cccs1)Nc1ccc(C(=O)Nc2ccccc2F)cc1,0.5%,5.6%,18.4%,-7.2%,-10.5,-2.8%,?,4.5,-7.9%
CN(NC(=O)c1ccc(Cl)cc1Cl)C1=NS(=O)(=O)c2ccccc21,-5.7%,-11.1%,0.2%,0.6%,-9.9,-0.4%,-14.7%,0.2,5.4%[57.1 µM]
CC1=NN(c2ccccc2)C(=O)/C1=C\c1cc(C)n(-c2cccnc2)c1C,-2.4%,-13.6%,1.2%,?,1.4,-1.2%,5.1%,-7.8,-10.7%[57.1 µM]
CCOC(=O)CC1C(=O)NCCN1C(=O)c1cc2c(=O)n3cccc(C)c3nc2s1 (configuration not stated),-2.8%,-13.8%,?,6.8%,-2.1,1.7%,6.3%,-4.3,416.0%[activator][57.1 µM]
COc1ccc(C(=O)CC(=O)c2ccccc2)cc1,3.6%,-9.8%,.,2.5%,0.7,0.3%,11.7%,-0.7,-5.9%[57.1 µM]
COC(=O)CNC(=O)C1CCCN1C(=O)OC(C)(C)C (configuration not stated),-3.2%,-4.6%,-1.4%,-0.2%,1.5,-1.3%,-1.7%,1.1,3.6%[57.1 µM]
O=C(NCCCN1CCN(c2ccc(F)cc2)CC1)c1ccc2nc(Cc3ccccc3)oc2c1,-4.7%,-16.7%,0.1%,-3.1%,-7.2,2.1%,-5.4%,-6.2,-5.6%[57.1 µM]
CCN(C(=O)CSc1nnc(-c2ccco2)n1Cc1ccccc1)C1CCS(=O)(=O)C1 (configuration not stated),-0.8%,2.8%,3.3%,-3.2%,2.9,-1.1%,-4.0%,1.3,0.2%
CNC[C@@H]1Oc2cc(Br)ccc2S(=O)(=O)N([C@@H](C)CO)C[C@H]1C,-0.5%,-4.5%,.,5.5%,-13.6,-4.7%,-0.4%,-4.3,.

# A portion of the library; count on the stated rates, not on these rows.
